Compound activity from PubChem BioAssay.
GAA glycogen: inhibitors or activators of human alpha-glucosidase glycogen cleavage; P10253; recombinant GAA, glycogen substrate, Amplex Red glucose oxidase fluorescence; Potency, µM (doses to about 76.4 µM), for inactives: at the highest dose activity change, negative = inhibition, actives largely listed as inhibitors; 0.38% of 300,000 active; AID 2100;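 note: potency is the fitted concentration of half-maximal effect; 0% = full enzyme reaction and -100% = no-enzyme basal signal; the screen sought inhibitors and activators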
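qHTS, 1536-well; enzyme 4 nM final; cpd up to 77 uM; substrate bovine liver glycogen 30 ug; 50 mM citrate/phosphate pH 5.0, 0.01% Tween-20; 37 C, 40 min; Amplex Red detection 45 min RT; Hill fit → AC50.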
HTT ATP protect: cytoprotection in Huntington HTT-Q103 PC12 cell model; 0.14% of 230,000 active; Potency, µM (top dose mostly 56.4 µM), for the others: cytoprotection (ATP increase), actives largely listed as activators; PC12 HTT-Q103 induced, cytoprotection, ATP luminescence, 40 h;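 note: potency is the fitted concentration of half-maximal effect; % of control where 0% means no effect; nearly all actives have a fitted effect of over 45% in size; toxic huntingtin expression switched on by the ecdysone agonist tebufenozide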
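PC12 cells stably carrying ecdysone-inducible Htt exon 1 (Q103)–GFP were induced with 100 nM tebufenozide (final) alongside library compounds in a dose series. Cytoprotection was scored as retained ATP by ATPlite luminescence.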
CBFb RUNX1 block: CBF-beta/RUNX1 interaction disruption; Q01196+Q13951; AlphaScreen CBFb-His/RUNX1-biotin binding, biochemical; Potency, µM (titrated, usually from 59.8 µM), for inactives: at the top dose activity, negative = inhibition, actives largely listed as inhibitors; 230,000 tested, under 10 active; AID 1477; note: % of control where 0% means no effect
Target sequence (Q01196 whole entry, looked up): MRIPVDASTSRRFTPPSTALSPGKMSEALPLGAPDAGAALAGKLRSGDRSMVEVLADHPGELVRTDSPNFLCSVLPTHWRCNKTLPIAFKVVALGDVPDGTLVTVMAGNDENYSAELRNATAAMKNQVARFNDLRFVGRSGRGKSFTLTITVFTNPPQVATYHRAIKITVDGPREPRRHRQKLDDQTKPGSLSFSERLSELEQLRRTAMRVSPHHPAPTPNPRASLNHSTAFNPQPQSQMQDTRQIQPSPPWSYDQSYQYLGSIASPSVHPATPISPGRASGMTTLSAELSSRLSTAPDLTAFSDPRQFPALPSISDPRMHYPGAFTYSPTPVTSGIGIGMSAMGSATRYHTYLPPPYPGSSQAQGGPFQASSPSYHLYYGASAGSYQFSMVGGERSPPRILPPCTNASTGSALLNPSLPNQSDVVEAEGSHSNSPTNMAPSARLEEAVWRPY
Target sequence (Q13951 whole entry, looked up): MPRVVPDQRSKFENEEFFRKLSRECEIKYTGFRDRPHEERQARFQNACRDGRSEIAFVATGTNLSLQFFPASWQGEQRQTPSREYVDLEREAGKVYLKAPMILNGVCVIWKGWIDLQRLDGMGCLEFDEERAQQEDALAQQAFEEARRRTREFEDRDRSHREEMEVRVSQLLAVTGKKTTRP
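Bead-based AlphaScreen assay; binding partners His-tagged CBF-beta and biotinylated RUNX1 at 30 nM each. Compound exposure 15 min after a 20-min protein preincubation; bead step 90 min; all steps at room temperature.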
GAA inh: alpha-glucosidase (human) inhibition; AID 1466; P10253; 0.005% of 200,000 active; purified human GAA, 4-MU-alpha-glucoside fluorescence; Potency, µM (series often up to 76.9 µM), for inactives: at the highest dose activity change, negative = inhibition, usual class: inhibitors;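 note: potency is the fitted concentration of half-maximal effect; plate controls were uninhibited enzyme wells for no effect and no-enzyme background for full effect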
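Fluorogenic assay: 4 nM human alpha-glucosidase with 400 uM 4-methylumbelliferyl-alpha-D-pyranoside in 50 mM citrate/phosphate, 0.005% Tween-20, pH 5.0, 20 min at room temperature. Compounds tested up to 77 uM; AC50 from Hill fits.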
HttQ103 aggreg: inhibitors of mutant huntingtin aggregate formation in PC12 cells. PC12 HttQ103-GFP aggregates, Acumen cytometry, 40 h. Potency, µM (series often up to 46.1 µM), without a hit: at the top dose activity change, negative = inhibition, usual class: inhibitors. 1.1% of 220,000 active. AID 1688; note: potency is the fitted concentration of half-maximal effect; % is set by controls: 0 for no effect and ±100 for the full control effect; nearly all actives have a fitted effect of over 60% in size
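Read-out: GFP aggregate count by laser scanning cytometer (488 nm excitation, 500-530 nm emission, 1–25 µm objects >6 SD above background). Cells: PC12, inducible HTTex1-Q103-GFP, 100 nM tebufenozide; compounds titrated.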
GAA spleen mod: lysosomal alpha-glucosidase (human) modulation; P10253; AID 2112; Potency, µM (series often up to 79.9 µM), without a hit: at the top dose activity change, negative = inhibition, usual class: inhibitors; human spleen homogenate, 4-MU-alpha-glucoside fluorescence; 0.006% of 240,000 active;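 note: potency is the fitted concentration of half-maximal effect; 0% = enzyme with vehicle and -100% = no enzyme basal signal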
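Human spleen homogenate (1 ug) with 4-methylumbelliferyl-alpha-D-glucopyranoside (1 mM final) in 50 mM citrate/phosphate pH 5.0, 0.01% Tween-20; 40 min at 37 C. Stopped at pH 10; 4-MU fluorescence Ex 365/Em 440 nm; AC50 by Hill fit.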
LMNA splice mod: modulators of lamin A splicing; HeLa LMNA splicing GFP/RFP minigene ratio, 48 h; Potency, µM (series often up to 46.1 µM), without a hit: at the highest dose ratio change, negative = inhibition, hits mostly inhibitors; 0.01% of 200,000 active; AID 1487; active = well fitted inhibition curve with a large enough effect in the signal ratio, with a control signal flat, not every such curve was filed as active; inconclusive = small, poorly fitted or top-dose-only effect, or effect the other way, or a change in a side signal; the % refers to the signal ratio; note: potency is the fitted concentration of half-maximal effect; % is set by controls: 0 for no effect and ±100 for the full control effect
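S3 HeLa stable clones carrying a lamin A-EGFP splicing minigene plus DsRed2 were seeded at 600 cells/well in Opti-MEM with 2% FBS, pin-dosed and incubated 48 h at 37°C. Acumen cytometry (488 nm) gave the GFP/RFP total-intensity ratio.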
The depositor's hits bear a star; ? = inconclusive; . = no result given; [ ] = remark or other dose. Unless noted, calls come from the whole dose curve; as a rule, active = well fitted curve in the direction sought with a large enough effect; inconclusive = small, poorly fitted or top-dose-only effect, or another doubt; inactive = no such curve, though single readings can be large; an effect the other way counts as inactive or inconclusive.

1) CCN(CC)CCNC(=O)C1c2ccccc2C(=O)N(C)C1c1cn(C)c2ccccc12 (stereo not drawn)
2) Cc1cc(NS(=O)(=O)c2ccc(Nc3nc(-c4sc(N)nc4C)cs3)cc2)no1
3) CCOC(=O)c1ccc(N2CC(O)=C(c3nc4ccccc4c(=O)[nH]3)C2=N)cc1
4) O=C1NCC(CN(c2ccccc2)c2ccccc2)O1 (stereo not drawn)
5) c1ccc(-c2nnc(-c3ccco3)o2)cc1
6) COc1ccc(CCN(C(=O)C(F)(F)F)C(C(=O)NC2CCCC2)c2cccs2)cc1OC (stereo not drawn)
Assay by compound,1,2,3,4,5,6
GAA glycogen,-3%,?,4%,10%,-2%,-3%
HTT ATP protect,6%,0%,6%,-12%,-43%[inhibitor],14%[10 µM]
CBFb RUNX1 block,3%,-10%,5%,-9%,-3%,18%
GAA inh,0%,-3%,-7%,-2%,-4%,-11%
HttQ103 aggreg,24%,3%,14%,-6%,-4%,30%
GAA spleen mod,-4%,-8%,-2%,7%,-7%,-15%
LMNA splice mod,-6%,3%,2%,-6%,2%,-11%

7) Cc1ccc(C(=O)C(C)OC(=O)C2=COCCO2)cc1C (stereo not drawn)
8) CCN1CCCC1CNCC(=O)Nc1ccc(OC(F)(F)F)cc1 (stereo not drawn)
9) Cc1cc2cc(C)c(NCCNC(=O)c3ccccc3Cl)nc2cc1C
10) CCOc1ccc(OCCN(C)Cc2ccccc2)cc1
11) O=C(CCC1CCCC1)Nc1ccc(OCC(=O)N2CCOCC2)cc1
12) CCOC(=O)N1CCC(NC(=O)c2sc3nc4n(c(=O)c3c2C)CCCC4)CC1
Assay by compound,7,8,9,10,11,12
GAA glycogen,12%,7%,-7%,-16%,-2%,0%
HTT ATP protect,-2%,2%[10 µM],-9%[10 µM],-2%,12%[10 µM],-16%[0.074 µM]
CBFb RUNX1 block,8%,23%,-5%,-5%,4%,-1%
GAA inh,-10%,.,-4%,-7%,-13%,-5%
HttQ103 aggreg,3%,-9%[9.22 µM],16%,10%,-14%,11%
GAA spleen mod,2%,0%,-5%,-4%,-8%,0%
LMNA splice mod,9%,.,.,2%,-3%,5%

13) CC(C)C(CCN1C(=O)CCC1=O)C1CCOC(C)(C)C1 (stereo not drawn)
14) COc1cccc(-n2cnc3c(sc4nc(N5CCOCC5)c5c(c43)CCCC5)c2=O)c1
15) CN(C(=O)CSc1ncnc2scc(-c3ccccc3)c12)C1CCS(=O)(=O)C1 (stereo not drawn)
16) O=c1oc2cc(O)ccc2cc1-c1ccc(F)cc1
17) CCO[C@H]1OC(C(=O)NCc2ccccc2)=C[C@@H](c2ccc3c(c2)OCO3)[C@@H]1CCCO
18) N#C/C(=C\c1ccc(O)c(O)c1)C(=O)c1ccc(O)c(O)c1
Assay by compound,13,14,15,16,17,18
GAA glycogen,2%,4%,-3%,-1%,-3%,.
HTT ATP protect,-22%[10 µM],-20%,-16%,-26%[0.074 µM],20%[10 µM],-3%[1.9 µM]
CBFb RUNX1 block,-1%,-11%,7%,?,5%,.
GAA inh,-4%,-5%,-7%,?,.,.
HttQ103 aggreg,30%,1%,5%,-8%,-2%[9.22 µM],.
GAA spleen mod,-15%,.,-1%,?,-4%,-13%
LMNA splice mod,-10%,.,-6%[46 µM],-18%,.,?

19) O=Cc1cn[nH]c1-c1cccc([N+](=O)[O-])c1
20) Nc1nc2n(n1)C(c1ccco1)CC(c1ccc(Cl)cc1Cl)N2 (stereo not drawn)
21) O=C(CN(CCc1ccccc1)C(=O)Cn1nnc(-c2cccs2)n1)NCc1ccco1
22) CC1CN(C2CCN(S(=O)(=O)c3ccc4ccccc4c3)CC2)CC(C)O1 (stereo not drawn)
23) COc1ccc(NC(=O)CSc2nc(N)c3cc4c(nc3n2)CCCC4)cc1
24) CNC(=S)NC12CC3CC(CC(C3)C1)C2
Assay by compound,19,20,21,22,23,24
GAA glycogen,-5%,2%,-18%,-17%,-6%,-8%
HTT ATP protect,-35%[inhibitor],-3%[10 µM],-2%,-50%[inhibitor],-6%[10 µM],-8%
CBFb RUNX1 block,0%,14%,2%,-3%,-14%,-1%
GAA inh,2%,-15%,-5%,6%,6%,8%
HttQ103 aggreg,-15%,-3%,26%,7%,11%,22%
GAA spleen mod,1%,-3%,4%,0%,15%,2%
LMNA splice mod,.,-1%,-4%,0%,?,-17%[46 µM]

25) CCCNCc1cc(Cl)c(OCC)c(Cl)c1
26) Cc1ccc2nc(Cl)c(CNCc3ccccc3)cc2c1
27) CCn1c(/C=C/c2cccc([N+](=O)[O-])c2)nc2ccccc2c1=O
28) O=C(c1cccc(C(F)(F)F)c1)N1CCN(c2cc(=O)[nH]nc2-c2ccccc2)CC1
29) COc1ccc(NC(=O)CC2C(=O)N(C)C(=S)N2Cc2ccncc2)cc1 (stereo not drawn)
30) O=C(CSc1ncn(-c2ccccc2)n1)N1CCN(c2ccccc2)CC1
Assay by compound,25,26,27,28,29,30
GAA glycogen,4%,22%,5%,-6%,0%,-2%
HTT ATP protect,13%[10 µM],-3%[10 µM],18%,-25%,17%[10 µM],-2%[0.074 µM]
CBFb RUNX1 block,-3%,-2%,1%,0%,1%,5%
GAA inh,-7%,?,-8%,2%,13%,6%
HttQ103 aggreg,15%,9%[9.22 µM],-6%,-4%,19%,-1%
GAA spleen mod,-7%,0%,-4%,-1%,-3%,-2%
LMNA splice mod,-5%,21%[46 µM],-7%,9%,-9%[46 µM],-3%

31) COc1cccc(Nc2ncc3nc(CCc4ccccc4)c(=O)n(Cc4cccs4)c3n2)c1
32) COc1ccc(CNC(=O)c2cnn3c(C(F)F)cc(C)nc23)cc1
33) O=S(=O)(Cc1ccco1)Cc1nc(-c2ccc(Cl)cc2)cs1
34) Cc1nnc(SCC(=O)NC(=O)NC(C)C)s1
35) Cc1ccc(-c2nnc(-c3cc(C)on3)o2)cc1
36) CCCC(=O)C1=C(O)C(C(=O)OC)C(C)(C)CC1=N (stereo not drawn)
Assay by compound,31,32,33,34,35,36
GAA glycogen,.,4%,1%,-1%,-1%,4%
HTT ATP protect,1%,21%[10 µM],3%[10 µM],-5%[10 µM],-34%[10 µM],-3%
CBFb RUNX1 block,.,1%,-2%,0%,6%,2%
GAA inh,.,-1%,-2%,-2%,.,-8%
HttQ103 aggreg,.,15%,8%[9.22 µM],0%,-3%[9.22 µM],20%
GAA spleen mod,-10%,4%,-5%,-2%,-1%,-8%
LMNA splice mod,?,-3%,4%[46 µM],-20%[46 µM],.,5%

37) CCC1(C)OCC(Cn2c3ccccc3c3ccccc32)O1 (stereo not drawn)
38) COc1cccc(OC(=O)c2cc3ccccc3oc2=O)c1
39) COc1ccc(NS(=O)(=O)c2ccc3oc(=S)[nH]c3c2)cc1
40) NC(=O)C1CC=CCC1C(=O)OCC(Cl)=C(Cl)Cl (stereo not drawn)
41) c1ccc(-c2nc(-c3cccc4ccccc34)c(NC3CCCCC3)o2)cc1
42) CC(=O)NC(CCS(C)(=O)=O)C(=O)Nc1ccccc1C (stereo not drawn)
Assay by compound,37,38,39,40,41,42
GAA glycogen,5%,-12%,-5%,0%,.,7%
HTT ATP protect,-11%[10 µM],-37%,5%[10 µM],-1%,-23%,12%[1.9 µM]
CBFb RUNX1 block,?,12%,-7%,5%,7%,-1%
GAA inh,6%,-9%,.,0%,.,2%
HttQ103 aggreg,-5%,-2%,11%[9.22 µM],1%,.,-25%
GAA spleen mod,-3%,.,-7%,-4%,5%,4%
LMNA splice mod,?,.,.,2%,.,9%

Not a retest: 4 of the compounds above.
39) COc1ccc(NS(=O)(=O)c2ccc3oc(=S)[nH]c3c2)cc1
40) NC(=O)C1CC=CCC1C(=O)OCC(Cl)=C(Cl)Cl (stereo not drawn)
41) c1ccc(-c2nc(-c3cccc4ccccc34)c(NC3CCCCC3)o2)cc1
42) CC(=O)NC(CCS(C)(=O)=O)C(=O)Nc1ccccc1C (stereo not drawn)
Assay by compound,39,40,41,42
GAA glycogen,-5%,0%,.,7%
HTT ATP protect,5%[10 µM],-1%,-23%,12%[1.9 µM]
CBFb RUNX1 block,-7%,5%,7%,-1%
GAA inh,.,0%,.,2%
HttQ103 aggreg,11%[9.22 µM],1%,.,-25%
GAA spleen mod,-7%,-4%,5%,4%
LMNA splice mod,.,2%,.,9%

More results:
43) C=CCNC(=O)C(=O)NCCCN1CCOCC1
44) O=C(NCc1cccnc1)c1ccccc1NS(=O)(=O)c1ccc(F)cc1F
45) O=C(Cn1cnc2c(nnn2-c2ccccc2)c1=O)N1CCC(Cc2ccccc2)CC1
46) C=CCn1c(SC2CCOC2=O)nc2scc(C3CC3)c2c1=O (stereo not drawn)
47) CCCS(=O)(=O)NCCc1cc2ccc(C)cc2[nH]c1=O
48) Cc1ccc(S(=O)(=O)N(C)c2ccc(OCC(=O)Nc3nc4c(ccc5ccccc54)s3)cc2)cc1
Assay by compound,43,44,45,46,47,48
GAA glycogen,-6%,2%,-3%,2%,1%,1%
HTT ATP protect,.,6%[10 µM],-7%[10 µM],8%,-7%[10 µM],5%[10 µM]
CBFb RUNX1 block,0%,6%,16%,0%,0%,-6%
GAA inh,6%,.,2%,-4%,3%,0%
HttQ103 aggreg,.,3%[9.22 µM],-24%,-20%,-14%,-20%
GAA spleen mod,2%,3%,-11%,4%,-2%,-4%
LMNA splice mod,.,.,-8%,-7%,-7%,?

49) O=C(Nc1ccccc1)C1=C[C@H](c2coc3ccccc3c2=O)C[C@H](OCCCCO)O1
50) O=C(NCCN1CCOCC1)C1CCN(S(=O)(=O)N2CCCCC2)CC1
51) COc1ccc(NS(=O)(=O)c2ccc(Oc3c(C#N)cccc3C#N)cc2)cc1
52) CN1C(=O)/C(=C/c2ccccc2OCc2cccc(F)c2)NC1=S
53) CCCCCCC(=O)Nc1c2c(nc3ccccc13)N(C)CC2
54) O=c1oc2c3c4c(cc2c(C(F)(F)F)c1CCN1CCOCC1)CCCN4CCC3
Assay by compound,49,50,51,52,53,54
GAA glycogen,-4%,-14%,-9%,-9%,7%,-16%
HTT ATP protect,-3%[10 µM],-1%,-5%[10 µM],-9%[10 µM],-2%,-16%[10 µM]
CBFb RUNX1 block,2%,8%,0%,7%,-3%,24%
GAA inh,.,-2%,.,-10%,?,3%
HttQ103 aggreg,-15%[9.22 µM],9%,10%[9.22 µM],-13%,-8%,-15%
GAA spleen mod,5%,-3%,-1%,5%,5%,-4%
LMNA splice mod,.,-2%,.,-11%,9%,-6%
